# GLS inh – inhibitors of human glutaminase (GLS); GLS enzymatic activity, qHTS titration; Potency, µM (titrated, usually from 45.5 µM), for inactives: at the top dose activity change, negative = inhibition, hits mostly inhibitors; 410,000 tested, 0.21% active; further: potency means the concentration at half of the fitted maximal effect; on the % scale 0 is the no-effect control and ±100 the full control effect
# Target sequence (O94925 whole entry, looked up): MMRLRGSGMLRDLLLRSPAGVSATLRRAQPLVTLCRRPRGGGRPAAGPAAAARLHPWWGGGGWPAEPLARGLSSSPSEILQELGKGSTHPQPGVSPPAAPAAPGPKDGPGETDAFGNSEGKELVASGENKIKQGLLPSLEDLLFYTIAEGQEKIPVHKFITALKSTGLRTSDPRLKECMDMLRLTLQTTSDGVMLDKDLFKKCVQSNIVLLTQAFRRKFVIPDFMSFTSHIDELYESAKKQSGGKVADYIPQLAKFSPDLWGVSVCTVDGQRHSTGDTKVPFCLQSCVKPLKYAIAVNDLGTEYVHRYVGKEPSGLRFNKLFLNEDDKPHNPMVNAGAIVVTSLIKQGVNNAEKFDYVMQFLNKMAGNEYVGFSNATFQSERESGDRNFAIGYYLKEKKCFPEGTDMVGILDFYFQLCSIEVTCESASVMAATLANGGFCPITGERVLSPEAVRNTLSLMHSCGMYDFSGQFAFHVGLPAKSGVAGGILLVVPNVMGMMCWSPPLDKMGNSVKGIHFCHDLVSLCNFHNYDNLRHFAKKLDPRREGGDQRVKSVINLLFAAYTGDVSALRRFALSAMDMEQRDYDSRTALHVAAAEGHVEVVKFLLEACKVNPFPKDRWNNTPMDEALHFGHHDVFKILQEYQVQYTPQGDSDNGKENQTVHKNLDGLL
#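 Assay buffer: 45 mM KH2PO4 pH 8.2, 0.02% Tween-20. hKGA acts on L-glutamine (1 mM solution added); product glutamate is reported by an oxidase/peroxidase Amplex Red coupling, with fluorescence taken at baseline and 30 min.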
# JMJD2A Tudor – blocks the human JMJD2A Tudor domain | 390,000 tested, 4.4% active | Potency, µM (titrated, usually from 114 µM), without a hit: top-dose activity change, negative = inhibition, most hits filed as inhibitors | AlphaScreen JMJD2A-Tudor / H3K4me3 peptide binding; further: potency means the concentration at half of the fitted maximal effect; on the % scale 0 is the no-effect control and ±100 the full control effect; nearly all actives have a fitted effect of over 50% in size
# HP1b chromo inh – inhibitors of HP1-beta chromodomain binding to methylated histone tails; 390,000 tested, 0.56% active; Potency, µM (titrated, usually from 114 µM), for inactives: at the top dose activity change, negative = inhibition, actives largely listed as inhibitors; P83916; AlphaScreen HP1-beta / biotin-H3K9me3 peptide binding; further: potency means the concentration at half of the fitted maximal effect; nearly all actives have a fitted effect of over 70% in size; inactives centre near 23
# Target sequence (P83916 whole entry, looked up): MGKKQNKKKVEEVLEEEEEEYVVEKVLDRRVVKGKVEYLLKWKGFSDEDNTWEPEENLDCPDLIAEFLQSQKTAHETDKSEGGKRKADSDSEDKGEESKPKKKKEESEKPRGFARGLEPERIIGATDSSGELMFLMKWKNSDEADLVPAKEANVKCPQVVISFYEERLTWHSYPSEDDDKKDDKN
#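 HP1-beta protein (50 nM final) preincubated 30 min at room temperature with biotinylated H3(1-18)K9me3 peptide (50 nM) in PBS pH 7.4, 0.01% Tween-20, then compound added for 30 min. AlphaScreen streptavidin donor/nickel chelate acceptor beads (10 ug/mL final), 30 min dark, luminescence read.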
# PI4K2A block – inhibitors of human PI4K2A. purified PI4K2A, ADP-Glo luminescence, 1 h; active compounds read low. 420,000 tested, 0.13% active. activity change, negative = inhibition, % at 76.9 µM. AID 1346378. Q9BTU6; in the data active means activity change below about -50%; inconclusive means mostly about -30% to -49%;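 further: -100% = wells without enzyme as full effect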
#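 PI4K2A activity was measured by ADP-Glo luminescence: enzyme (4 ug/mL stock) and phosphatidylinositol (1.2 mM stock) in Tris pH 7.5/MgCl2/EGTA/Triton X-100 buffer were reacted with ATP (300 microM stock) for one hour at ambient temperature.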
# G9a inh – G9a (human) methyltransferase inhibition; G9a H3K9 monomethylation, AlphaScreen, 2 h; Potency, µM (titrated, usually from 102 µM), for the others: at the top dose activity, negative = inhibition, actives largely listed as inhibitors; 350,000 tested, 8.8% active; further: potency means the concentration at half of the fitted maximal effect; on the % scale 0 is the no-effect control and ±100 the full control effect; nearly all actives have a fitted effect of over 75% in size
#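 Quantitative HTS format: methyltransferase activity on a biotin-tagged H3K9 peptide is measured by AlphaScreen, using a rabbit anti-monomethyl-H3K9 antibody with streptavidin donor and anti-IgG acceptor beads. Final levels are 20 nM enzyme, 500 nM peptide, 20 uM SAM; 2 h RT.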
# ERG-DNA inh – inhibitors of human ERG Ets domain-DNA interaction; P11308; fluorescence polarization, His-ERG Ets domain / labelled DNA; Potency, µM (top dose mostly 76.9 µM), for inactives: at the highest dose FP activity, negative = inhibition, usual class: inhibitors; 370,000 tested, 0.028% active; active means well fitted inhibition curve with a large enough effect in the polarisation, with a control signal flat; inconclusive means small, poorly fitted or top-dose-only effect, or effect the other way, or a change in a side signal; inactive means no such curve, though single readings can be large or run the other way; the % refers to the polarisation;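 further: polarization taken with two DNA probes labelled with fluorescein and Texas red; potency means the concentration at half of the fitted maximal effect; % of control where 0% means no effect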
#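 His-tagged ERG Ets domain (1 uM in the protein solution; 300mM KCl, 50mM Tris-HCl, 1mM EDTA, 1mM DTT, pH 7.5) received compound, then a probe mix of 5 nM fluorescein-DNA and 100nM Texas-615-DNA. Fluorescence polarization was read for both dyes.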
# Pin1 inh – inhibitors of human Pin1 | Potency, µM (doses to about 115 µM), for the others: at the highest dose activity, negative = inhibition, actives largely listed as inhibitors | 390,000 tested, 0.009% active | Pin1 FP peptide displacement, HiFluor488, 10 min; active means well fitted inhibition curve with a large enough effect in the polarisation, with a control signal flat, not every such curve was filed as active; inconclusive means small, poorly fitted or top-dose-only effect, or effect the other way, or a change in a side signal; inactive means no such curve, though single readings can be large or run the other way; the % refers to the polarisation; further: potency means the concentration at half of the fitted maximal effect; on the % scale 0 is the no-effect control and ±100 the full control effect
# Target sequence (Q13526 whole entry, looked up): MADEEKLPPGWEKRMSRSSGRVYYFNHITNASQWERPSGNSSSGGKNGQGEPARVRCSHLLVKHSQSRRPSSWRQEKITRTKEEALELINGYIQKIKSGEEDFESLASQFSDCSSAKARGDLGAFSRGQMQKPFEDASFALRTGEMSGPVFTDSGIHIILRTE
# BAZ2B inh – inhibitors of human BAZ2B bromodomain | Potency, µM (titrated, usually from 114 µM), for inactives: top-dose activity change, negative = inhibition, usual class: inhibitors | 360,000 tested, 4.4% active | Q9UIF8 | AlphaScreen BAZ2B-H3K14Ac peptide displacement; further: potency means the concentration at half of the fitted maximal effect; on the % scale 0 is the no-effect control and ±100 the full control effect; nearly all actives have a fitted effect of over 60% in size
#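 Multi-concentration screen (max 110 uM) measuring displacement of acetylated histone H3 peptide from BAZ2B by AlphaScreen, using 50 nM protein, 50 nM peptide and 10 ug/mL streptavidin donor plus Ni-chelate acceptor beads.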
# Tb PGK inh – T. brucei PGK inhibition | Potency, µM (top dose mostly 57.5 µM), for the others: at the highest dose activity change, negative = inhibition, most hits filed as inhibitors | 380,000 tested, 0.043% active | P07378 | AID 602233 | PGK/GAPDH coupled, Kinase-Glo luminescence, 60 min; further: potency means the concentration at half of the fitted maximal effect; on the % scale 0 is the no-effect control and ±100 the full control effect; nearly all actives have a fitted effect of over 60% in size
#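 Luminescent ATP detection (Kinase-Glo Plus) follows a 60-minute room-temperature incubation, with wells lacking PGK as controls. Buffer: 100 mM TEA (pH 7.6), 5 mM MgCl2, 0.01% Tween-20. Coupling enzyme GAPDH (100 nM final) supplies unstable 1,3-BPG in-well.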
# Numbers without * were called inactive; i = inactive; ? = inconclusive; · = no result given; & = joins results of further samples; [ ] = remark or other dose. Unless noted, the call rests on the fitted dose curve; in most records, active means well fitted curve in the direction sought with a large enough effect; inconclusive means small, poorly fitted or top-dose-only effect, or another doubt; inactive means no such curve, though single readings can be large; an effect the other way counts as inactive or inconclusive.
GLS inh,JMJD2A Tudor,HP1b chromo inh,PI4K2A block,G9a inh,ERG-DNA inh,Pin1 inh,BAZ2B inh,Tb PGK inh,mol
4%,-18%,4%,-5,?,4%,?,-10%,-3%,O=C1NCCN(Cc2ccc(F)cc2)C1CC(=O)N1CC=C(c2ccccc2)CC1 (stereo unspecified)
-2%,-7%,20%,-3,-2%,2%,-3%,4%,7%,CCOC(=O)c1cn(Cc2cccc(Cl)c2)nn1
9%,?,-44%,2,40µM*,0%,-9%,-7%,0%,CCOC(=O)C1=C(C)N(c2ccccc2)C(=O)/C1=C\c1ccco1
0%,-17%,32%,2,14%[59 µM],-1%,-3%,10%,1%,O=C(Nc1ccccc1OC(F)F)C1CCCN1C(=O)c1cccs1 (stereo unspecified)
-2%,-18%,81%[activator],26,?,2%,?,-11%,-6%,Oc1c(C(c2ccc(Cl)cc2)N2CCOCC2)sc2nc(-c3ccco3)nn12 (stereo unspecified)
-1%,-8%,11%,-16,12%[59 µM],-2%,-5%,·,0%,Cc1ccc(NC(=O)CSCc2c(C)noc2C)cc1C
0%,-9%,38%[activator],-5,-16%[59 µM],-5%,-4%,·,-6%,CC1(C)Cc2c(sc3nc(SCC(=O)N4CCOCC4)nc(N)c23)CO1
-2%,-20%[57.1 µM],54%[activator],-5,12%[12.7 µM],-5%,-6%,9%,0%,CCC(=O)Nc1nnc(SCC(=O)Nc2ccc(F)cc2)s1
?,?,-6%,5,50µM*,-7%,-3%,-33%,-5%,COC(=O)c1scc(S(=O)(=O)C(C)C)c1N/N=C(\C#N)C(=O)c1ccc(Cl)cc1
0%,-5%,95%[activator],5,15%,-5%,-2%,0%,-2%,CCCn1cc(S(=O)(=O)c2ccccc2)c(=O)c2cc(OC)c(OC)cc21
3%,?,?,-3,-8%,0%,-1%,-32%,4%,O=C(O)c1ccccc1C(=O)Nc1cc(C(F)(F)F)ccc1N1CCCC1
-2%,-3%,25%,0,-4%[59 µM],·,-5%,9%,-3%,CCN(CC)CC#CC(C)OCOCC#CCOC (stereo unspecified)
-6%,-23%,43%[activator],-10,19%[12.7 µM],-4%,16%,-8%,-11%,C=CCc1cccc2cc(C(=O)NCc3ccc(C(=O)OCC)o3)c(=O)oc12
-11%,-1%,46%[activator],-7,5%,1%,-10%,5%,i,Cc1c(O)ccc2c3c(c(=O)oc12)CCC(C)C3 (stereo unspecified)
5%,-9%,36%,2,-6%[59 µM],0%,5%,-2%,0%,CCN(CC)CCN(C(=O)c1ccco1)c1nc2ccc(Br)cc2s1
0%,-7%,14%,3,-6%,-5%,6%,3%,i,Cc1ccc(Cn2ccc(NC(=O)c3cc(-c4ccc(Br)cc4)on3)n2)cc1
21%&19%,-25%&-33%,11%&35%,-12&-4,-3%,-10%&-4%,-4%&-4%,-28%,-5%&2%,CCCc1ccc(OCC(O)CN2CCN(c3ccccc3)CC2)cc1 (stereo unspecified)
4%,-5%,27%,-1,10%[59 µM],-1%,15%,0%,·,Fc1ccccc1-n1ncc2c1ncn1nc(COc3ccc(Cl)cc3)nc21
11%,-9%,42%[activator],-1,30%,-3%,4%,-3%,2%,O=C(NC1Cc2ccccc2C1)c1cc(COc2cccc(C(F)(F)F)c2)on1
6%,-5%,25%,5,33%[activator],-7%,-11%,4%,5%,O=C(CSc1nnc(CNC(=O)c2c(F)cccc2F)o1)NCC1CCCO1 (stereo unspecified)
1%,-8%,32%,-7,-20%[59 µM],8%,19%,-2%,-9%,CC(C)N(Cc1ccccc1)C(=O)Cn1ncc2c3ccccc3n(Cc3ccccc3)c2c1=O
3%,-21%,6%,-6,?,0%,0%,-13%,-3%,CCOc1ccc(NC(=O)COC(=O)COc2cccc3c2OC(C)(C)C3)cc1
-16%,-2%,56%[activator],2,18%,4%,-5%,-32%,i,COc1ccccc1NC(=O)C/C(C)=N/NC(=O)c1ccccn1
4%,?,6%,2,16%[2.33 µM],-9%,0%,-1%,-2%,O=[N+]([O-])c1cc([N+](=O)[O-])c(Oc2cc(F)cc(F)c2)cc1NN1CCCCC1
-7%,-22%,29%,8,0%,7%,-4%,-1%,-7%,Clc1ccc(-c2ccnc(Oc3cc(Cl)ccc3Cl)n2)cc1
-1%,67%[activator],95%,-2,2%,-7%,6%,2%,i,Fc1cccc(CSc2ncnc3c2oc2ccccc23)c1
-7%,5%,41%[activator],1,45µM*,1%,-3%,?,i,COC(=O)c1ccc(CN2CCN(CC=C(C)C)C(CCO)C2)cc1 (stereo unspecified)
-7%,-7%,52%[activator],-1,9%[59 µM],-8%,-9%,-7%,7%,CCOc1cccc(NC(=O)C2CC(=O)N(C)C(=Nc3ccc(F)cc3)S2)c1 (stereo unspecified)
20%,-13%,2%,-3,?,-1%,-1%,-4%,-4%,CCCCC(=O)Nc1ccc(NC(=S)NC(=O)CC)cc1OC
-7%,-17%,34%[activator],12,12%[12.7 µM],-5%,2%,39%[activator],0%,CC(NC(=O)CN(C)S(=O)(=O)c1ccc(F)cc1)C1CC2CCC1C2 (stereo unspecified)

# Only Pin1 inh, HP1b chromo inh and ERG-DNA inh, for 3 of the compounds above:
compound	Pin1 inh	HP1b chromo inh	ERG-DNA inh
CCC(=O)Nc1nnc(SCC(=O)Nc2ccc(F)cc2)s1	-6%	54%[activator]	-5%
COC(=O)c1scc(S(=O)(=O)C(C)C)c1N/N=C(\C#N)C(=O)c1ccc(Cl)cc1	-3%	-6%	-7%
O=C(Nc1ccccc1OC(F)F)C1CCCN1C(=O)c1cccs1 (stereo unspecified)	-3%	32%	-1%

# Next part.
GLS inh,JMJD2A Tudor,HP1b chromo inh,PI4K2A block,G9a inh,ERG-DNA inh,Pin1 inh,BAZ2B inh,Tb PGK inh,mol
-6%,-5%,23%,4,-12%[12.7 µM],-9%,-1%,10%,-9%,COCc1cc(C(C)=O)ccc1OC
-14%,6%,65%,-9,19%,-1%,53%[activator],3%,2%,CCC1(C)Cc2c(sc3nnn(Cc4ccccc4Cl)c(=O)c23)CO1 (stereo unspecified)
3%,-15%,33%,4,7%,7%,0%,·,-5%,COc1cccc(CN(C)C(=O)c2csc3c2CCCC3)c1OC
-5%,0%,40%[activator],-16,23%[12.7 µM],4%,3%,-39%,-9%,CC1CCN(C(=O)c2[nH]cnc2C(=O)N[C@@H](C)C(=O)OCc2ccccc2)CC1
-1%,-12%,7%,-3,-42%[59 µM],0%,-3%,-16%,i,CCc1ccc(NC(=O)COCc2cc(-c3ccc(F)cc3)on2)cc1
-9%,-34%,27%,-6,-17%,14%,-5%,-12%,-1%,CN(C)CCN(Cc1ccccc1)S(=O)(=O)c1ccc(-c2ccc(=O)[nH]n2)s1
4%,-23%,11%,7,60%[activator],8%,-2%,4%,5%,Cc1ccc(C(=O)NC(C)c2nnc(SCC(=O)NC3CCCC3)n2C)cc1 (stereo unspecified)
-5%,-1%,52%[activator],-1,1%,2%,-5%,5%,4%,CC(C)(C)Nc1nc(Cl)nc(Nc2ccccc2)n1
-6%,-1%,44%[activator],-1,50µM*,7%,9%,2%,-2%,NC(=O)N/N=C/c1c(Sc2nnnn2-c2ccccc2)nc2ccccn2c1=O
-7%,-15%,-1%,1,?,-4%,0%,2%,i,Cc1ccc(C)n1NC(=O)c1ccccc1Cl
-2%,14%,60%[activator],1,·,6%,10%,·,8%,CCOc1ncccc1C(=O)Nc1cc2c(cc1Br)OCCO2
-3%,-8%,28%,16,·,9%,1%,5%,0%,O=Cc1c(N2CCCCC2)nc2ccccn2c1=O
2%,-7%,24%,0,13%,4%,1%,0%,0%,O=S(=O)(NCc1ccccn1)c1ccc2ccccc2c1
0%,2%,38%[activator],0,15%[59 µM],-10%,8%,6%,-6%,O=C(CSc1nc(-c2ccco2)cc(C(F)(F)F)n1)N1CCCc2ccccc21
15%,50µM*,?,1,?,-5%,5%,28µM*,-3%,O=C(Nc1cccc(C(F)(F)F)c1)N1CC2CCCN2c2ccccc21 (stereo unspecified)
-4%,-9%,59%[activator],-5,·,-6%,-1%,·,i,Cn1c(N)c(S(=O)(=O)NCc2ccccc2)c(=O)n(C)c1=O
3%,24%,41%[activator],-2,54%[activator],4%,-14%,35%,-4%,N#C/C(=C\c1ccccc1)c1ccccn1
-3%,49%[activator],91%[activator],-1,1%[59 µM],14%,?,30%,6%,CC(C)(Oc1ccc(Cl)cc1)C(=O)OCn1nnc2ccccc2c1=O
1%,-10%,7%,4,24%[59 µM],2%,1%,6%,-4%,COc1ccc2c(c1OC)C(=O)N1N=C(c3ccccc3)CC21 (stereo unspecified)
-6%,?,-21%,-4,-14%[59 µM],-2%,-3%,45µM*,-12%,CN(C)/N=C/c1cc(Cl)cc([N+](=O)[O-])c1O
-3%,-15%,22%,0,0%[59 µM],1%,-14%,-16%,i,CCOc1ccc(-n2c(-c3ccccc3)c(C)n3c4c(=O)n(C)c(=O)n(C)c4nc23)cc1
0%,-11%,25%,5,8%[59 µM],5%,-9%,9%,-1%,CC(C)OCCCNC(=O)C(C)Oc1ccccc1 (stereo unspecified)
0%,2%,50%[activator],1,?,-1%,2%,9%,12%,Cc1cc(N2CCC(C)CC2)c(F)cc1[N+](=O)[O-]

# Compound activity as filed in PubChem BioAssay.
